Screening data: PubChem, Sanford-Burnham Center for Chemical Genomics
MIN6 prolif – inducers of beta-cell replication in MIN6 cells; MIN6 cells proliferation, ATPlite luminescence, 48 h; cells starved in 0.2% serum; 100% = growth in 10% serum; proliferation, % at 10 µM; hit rate 0.29% among 330,000; AID 2380;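 active = compounds whose signal lies at least 3.5 SD above the mean of all wells on their plate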;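 note: 0% = DMSO-treated cells in low-serum medium and 100% = 10% serum control; some compounds called inactive have numbers as strong as hits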
UBC13 polyUb – human UBC13 polyubiquitination inhibition; hit rate 0.47% among 330,000; AID 485273; inhibition, % at 20 µM; UBC13 polyubiquitin chain formation, TR-FRET; in the data active = inhibition above about 45%, passing the limit was not always enough
Target sequence (P61088 whole entry, looked up): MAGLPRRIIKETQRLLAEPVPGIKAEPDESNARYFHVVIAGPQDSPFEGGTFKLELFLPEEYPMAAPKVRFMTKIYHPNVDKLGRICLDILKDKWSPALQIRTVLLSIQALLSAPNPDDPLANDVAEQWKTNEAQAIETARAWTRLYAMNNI
PfG6PD inh – PfG6PD (Plasmodium falciparum) enzyme inhibition; hit rate 0.78% among 350,000; inhibition, % at 20 µM; AID 504690; PfGluPho enzyme, NADPH resazurin-diaphorase fluorescence;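 active = inhibition reaching at least a set limit at 20 µM in the primary screen, cut at about 59% in these data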;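 note: 0% = DMSO wells with substrate and 100% = DMSO wells lacking glucose-6-phosphate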
HKDC1 inhibitor – inhibitors of human hexokinase HKDC1. Q2TB90. recombinant HKDC1, G6PDH/diaphorase resazurin coupled fluorescence. inhibition, % at 20 µM. hit rate 0.16% among 340,000. AID 493160;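 active = inhibition above about 35% when tested at 20 µM, limit read from the data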;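 note: plate controls were DMSO wells with enzyme for no effect and DMSO wells lacking enzyme for full effect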
Target sequence (Q2TB90 whole entry, looked up): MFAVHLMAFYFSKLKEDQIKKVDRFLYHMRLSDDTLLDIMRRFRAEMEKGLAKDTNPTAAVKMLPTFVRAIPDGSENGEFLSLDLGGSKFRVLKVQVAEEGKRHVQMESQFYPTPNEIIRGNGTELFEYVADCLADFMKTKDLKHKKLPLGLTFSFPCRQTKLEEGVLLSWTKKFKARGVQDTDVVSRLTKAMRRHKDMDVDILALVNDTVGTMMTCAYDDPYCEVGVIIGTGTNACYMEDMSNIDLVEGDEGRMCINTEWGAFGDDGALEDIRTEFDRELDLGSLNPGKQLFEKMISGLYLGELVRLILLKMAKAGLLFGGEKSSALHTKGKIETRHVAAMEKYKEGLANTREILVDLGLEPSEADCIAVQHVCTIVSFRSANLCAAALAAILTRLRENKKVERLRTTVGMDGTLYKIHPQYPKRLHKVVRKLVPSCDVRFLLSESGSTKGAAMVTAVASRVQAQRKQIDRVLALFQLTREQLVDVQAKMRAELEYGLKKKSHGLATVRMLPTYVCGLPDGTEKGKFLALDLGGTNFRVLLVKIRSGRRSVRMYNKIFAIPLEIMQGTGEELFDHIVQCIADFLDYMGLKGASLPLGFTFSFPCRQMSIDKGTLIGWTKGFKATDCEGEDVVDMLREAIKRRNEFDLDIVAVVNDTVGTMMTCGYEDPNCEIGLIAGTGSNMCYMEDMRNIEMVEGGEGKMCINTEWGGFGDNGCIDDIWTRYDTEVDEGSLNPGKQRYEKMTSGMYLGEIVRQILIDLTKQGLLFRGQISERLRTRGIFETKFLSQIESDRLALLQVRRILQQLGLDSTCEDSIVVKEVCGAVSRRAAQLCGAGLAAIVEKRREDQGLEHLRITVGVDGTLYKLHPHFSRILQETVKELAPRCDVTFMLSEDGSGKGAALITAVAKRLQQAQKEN
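Test system: HK5 enzyme. Quantity: 5 µg/mL HK5 final. Reagent: glucose and ATP substrates. Schedule: 90 min reaction incubation at room temperature, dark. Technique: resazurin-to-resorufin fluorescence via G6PDH and diaphorase coupling, 525/613 nm. Control set: DMSO wells with and without enzyme mix.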
SENP8 block-1 – inhibitors of human SENP8 protease; recombinant SENP8, Nedd8 substrate fluorescence; inhibition, % at 20 µM; hit rate 0.64% among 360,000; AID 602440; in the data active = inhibition mostly above about 40%, no sharp cut-off; inactive = mostly below about 27%
SENP6 block – inhibitors of human SENP6 protease | Q9GZR1 | Recombinant SENP6 catalytic domain, aminoluciferin luminescence | hit rate 1.8% among 330,000 | inhibition, % at 10 µM | AID 2599;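 active = inhibition above about 50% at the single tested dose, limit read from the data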;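 note: plate controls were DMSO wells with enzyme for no effect and DMSO wells lacking enzyme for full effect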
SENP8 block-2 – blocks the human protease SENP8; Q96LD8; purified SENP8, Z-RLRGG-aminoluciferin cleavage, luminescence; inhibition, % at 10 µM; hit rate 1.2% among 330,000; AID 2540; in the data active = inhibition above about 50%
SENP1 inh – inhibitors of human SENP1 SUMO protease catalytic domain; Q9P0U3; recombinant SENP1 catalytic domain, CyPet-SUMO1-YPet FRET cleavage; inhibition, % at 10 µM; hit rate 0.21% among 360,000; AID 624204;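 active = inhibition at least 30% at 10 µM, raw YFP signal under a set limit, fluorescence ratio 0.5 to 1.5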;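 note: 0% = enzyme with DMSO and 100% = no enzyme wells; some results filed as inactive read as strong as hits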
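Test system: recombinant human SENP1 catalytic domain, His6-tagged / Medium: pH 8 Tris buffer with EDTA, NaCl, BME, BSA, NP40, catalase / Also added: SUMO1 FRET substrate flanked by Cypet and Ypet, 25 nM / Times: 50 min reaction at room temperature / Signal: FRET, CFP and YFP emission / Control set: no-enzyme low control and enzyme-plus-DMSO high control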
SENP7 inh – blocks the human protease SENP7. inhibition, % at 5 µM. AID 434973. Q9BQF6. recombinant SENP7, Z-RLRGG-aminoluciferin luminescence, 40 min. hit rate 1.5% among 330,000;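 active = inhibition above about 50% at the single test dose, limit read from the data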;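 note: plate controls were DMSO with enzyme for no effect and no enzyme buffer wells for full effect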
* hit, by the source's call; / = no result given; & = joins results of further samples. Compounds were not picked by outcome; about 4% have a hit in one of these screens.

molecule	MIN6 prolif	UBC13 polyUb	PfG6PD inh	HKDC1 inhibitor	SENP8 block-1	SENP6 block	SENP8 block-2	SENP1 inh	SENP7 inh
CCOC(=O)CN(C(=O)CSc1nnc(-c2ccncc2)n1CCCN(C)C)c1ccccc1	-2	-2	0	-1	10	0	2	-1	5
CS(=O)(=O)C1=C(O)C(=O)N(c2ccccc2)C1c1ccccc1 (stereo not drawn)	-2	-12	-9	4	14	5	-4	1	1
CCOc1ccc(NC(=O)c2ccc3nccnc3c2)cc1	0	2	9	-4	40	-6	-14	2	-1
COc1cc2c(cc1OC)C(Cc1cc(OC)c(OC)cc1[N+](=O)[O-])=NCC2	/	/	22	9	-250	/	/	3	/
O=C(NN=Cc1ccc(Cl)cc1Cl)C1CC1	/	/	19	-3	0	/	/	1	/
O=C(COC(=O)c1ccc2ccccc2c1O)Nc1ccccc1	1	-4	-4	4	-442	-3	-1	-2	6
O=C(CN1C(=O)NC(Cc2c[nH]c3ccccc23)C1=O)Nc1ccc(F)cc1F (stereo not drawn)	-4	6	-19	1	10	-13	4	-1	2
CC(=O)NC(C)c1nc2ccccc2n1C(C)C (stereo not drawn)	-2	-2	9	-3	-2	1	7	2	-2
O=C(NCc1cccnc1)c1ccccc1NS(=O)(=O)c1ccccc1	-3	-6	3	5	-42	-1	-7	-1	3
O=C(NN=C1CCCC1)c1ccc(Cl)cc1	-2	-1	-15	1	24	-24	-5	2	-9
CC(Sc1nnc(C2CC2)n1C1CC1)C(=O)c1ccc(F)cc1 (stereo not drawn)	0	9	3	3	18	-6	-1	1	1
CCOC(=O)C1=C(O)c2ccccc2C(=O)/C1=C\c1ccc(CC)cc1	/	/	94*	59*	-119	/	/	-10	/
Cc1ccccc1N1C(=O)C(Cc2ccc(F)cc2)S/C1=C(\C#N)C(N)=O (stereo not drawn)	1	-4	3	-2	18	-15	-6	26	-11
CN(C)S(=O)(=O)c1cccc(NC(=S)Nc2cccc3cnccc23)c1	/	/	69*	11	-229	/	/	-18	/
CCC(=O)Nc1ccc(C(=O)CSc2nnc(-c3ccc(NS(=O)(=O)CC)cc3)o2)cc1OC	1	-3	-43	-3	5	-1	6	3	-4
COc1ccc2cc(S(=O)(=O)Nc3ccccn3)ccc2c1	-2	-6	-6	1	-224	-12	3	0	2
Cc1ccc(CN2CCc3c(OCc4ccc(F)cc4)cccc3C2=O)cc1	-6	-2	1	-10	8	-5	-7	1	3
COC(=O)C1=C(C)N(c2ccc(F)cc2)/C(=C/c2ccc(O)cc2)C1=O	-4	-32	0	4	8	-18	-6	-2	-2
COC(=O)C1C(c2ccc(OC)cc2)Nc2nnc(C(F)(F)F)n2C1(C)O (stereo not drawn)	-3	-2	5	-8	8	-2	2	0	5
CCCC(=O)OC1CCS(=O)(=O)c2sccc21 (stereo not drawn)	0	11	-9	-2	-1	-5	-3	-3	11
CC(=O)c1c(C)oc2c1C(=O)c1ccccc1C2=O	/	/	-39	2	41*	/	/	11	/
CN(C)CC(O)c1ccc(C=Cc2ccc(Cl)cc2)cc1 (stereo not drawn)	/	/	8	-5	-310	/	/	-17	/
COc1ccc(OC)c(/C=C/c2nc3ccccc3[nH]c2=O)c1	0	-1	-6	5	-283	-18	-2	-26	2
Cc1cc(NC(=O)C2CC=CCC2C(=O)O)ccc1NC(=O)c1ccccc1 (stereo not drawn)	1	-2	-13	-7	16	10	-10	0	12
COC(=O)c1ccccc1NC(NC(=O)c1ccco1)C(=O)c1ccc(C)cc1 (stereo not drawn)	1	-17	-11	-3	-8	-7	-7	1	-5
COc1ccc(OC)c2[nH]c(=O)c(CCNC(=S)NC(C)(C)C)cc12	5	2	4	-8	-300	-4	-1	-1	-2
CCOc1ccc2ccccc2c1C(=O)NCC(c1ccc(N(C)C)cc1)N(C)C (stereo not drawn)	-1	4	-3	-9	10	-26	2	0	-3
Clc1ccc(-c2ccc(-c3nn4c(-c5ccco5)nnc4s3)o2)cc1	-2	26	3	8	-311	-25	-9	-22	-3
CCn1c(CCNC(=O)c2ccc(Cl)cc2)nnc1SCC(=O)NC1CCCC1	-2	-6	-13	7	2	9	8	-2	8
COc1ccc(Cl)cc1C(=O)NNC(=O)CSc1nnnn1C	-4	-8	6	-31	11	-10	-3	3	0
Cc1c(Cl)cccc1NC(=O)CNC(=O)c1cn(-c2ccccc2)nc1-c1cccnc1	-2	-12	5	-2	-96	-19	-21	-7	-4
CCC(=O)c1ccc(OCC(O)Cn2cnc3ccccc32)cc1 (stereo not drawn)	-1	9	1	-1	15	-10	-1	-6	4
Cc1cc(C(=O)N2CCc3ccccc3C2)no1	-3	-3	-1	0	0	-19	-1	-2	-4
Cc1ccc(Cl)c(NC(=O)COC(=O)c2cc[n+]([O-])cc2)c1Cl	-2	7	-5	-4	11	1	2	-2	-5
CCCCNC(=O)Nc1nc2ccc(CC)cc2s1	-2	12	1	-2	1	-8	-17	1	-5
CCOc1ccc(C(=O)CC(Sc2ccc(C)cc2)C(=O)O)cc1 (stereo not drawn)	-3	-7	-8	10	13	18	5	0	4
COc1ccc(C(=O)N2CCCC(N3CCN(c4ccccc4F)CC3)C2)c(OC)n1 (stereo not drawn)	-2	-2	-5	1	20	7	-6	3	22
COc1ccc(NC(=O)c2ccc(=O)[nH]c2)cc1S(=O)(=O)N1CCCCC1	1	5	/	/	/	-5	1	/	-2
Cc1c([C@@H]2C[C@H]3CN(Cc4cccc(Cl)c4)C(=O)[C@]34CCCN24)cnn1C	-4	-7	13	3	-24	12	7	-2	7
CCOc1cc(N2CCOCC2)c(OCC)cc1NC(=O)COc1ncnc2ccc(Br)cc12	-2	-14	4	-4	18	14	-1	0	6

Ordered by the number under PfG6PD inh (ascending): 3 of the compounds above.
structure | PfG6PD inh
Cc1cc(NC(=O)C2CC=CCC2C(=O)O)ccc1NC(=O)c1ccccc1 (stereo not drawn) | -13
Cc1ccc(Cl)c(NC(=O)COC(=O)c2cc[n+]([O-])cc2)c1Cl | -5
Cc1c([C@@H]2C[C@H]3CN(Cc4cccc(Cl)c4)C(=O)[C@]34CCCN24)cnn1C | 13

Further structures.
molecule	MIN6 prolif	UBC13 polyUb	PfG6PD inh	HKDC1 inhibitor	SENP8 block-1	SENP6 block	SENP8 block-2	SENP1 inh	SENP7 inh
Cc1ccc(NC(=O)CN(C)C(=O)c2cccc(S(=O)(=O)N3CCCC3)c2)cc1	2	6	3	-7	19	1	6	0	-5
CCN(CC)CCN1C(=O)C(=O)/C(=C(/O)c2c(C)[nH]c(C(=O)OC)c2C)C1c1cccc(OC)c1 (stereo not drawn)	-1	-12	-8	-1	9	-13	-4	-2	-7
C=CCn1c(C)csc1=Nc1ccc(C(=O)O)cc1	1	-3	-13	-6	2	-2	6	1	-1
CCS(=O)(=O)N1Cc2ccccc2CC1C(=O)NCC12CC3CC(CC(C3)C1)C2 (stereo not drawn)	-3	1	1	-3	6	3	0	-1	7
COc1cc(/C=N/Nc2nn3cnnc3c3ccccc23)ccc1O	-4	-13	24	-3	-53	-3	-6	-1	0
Cc1cccc2cc(CN(Cc3nnnn3C3CCCCC3)C3CCCC3)c3nnnn3c12	-6	5	10	1	13	-11	2	-2	0
CC(=O)N1CCN(c2ccc(NC(=O)C(c3ccccc3)c3ccccc3)cc2)CC1	1	8	1	2	14	1	2	1	-5
CN(C)NC(=S)Nc1ccc(Cl)cc1	-2	3	-9	-8	7	3	2	3	-4
O=C1OC2(CCCCC2)OC(=O)C1=CNc1nccs1	-2	-12	-19	-3	20	-17	4	-16	2
Cc1nc(NC(=O)/C=C/c2ccccc2)sc1C(=O)Nc1ccccc1Cl	-3	-12	-10	-1	-338	0	-7	1	-7
O=C(CN1C(=O)NC2(CCCCC2)C1=O)Nc1cc(C(F)(F)F)ccc1N1CCCC1	0	1	17	7	-2	-5	-2	-2	3
Cc1ccc(S(=O)(=O)N2CCC(C(=O)OCC(=O)Nc3cc(S(C)(=O)=O)ccc3Cl)CC2)cc1C	3	7	10	-1	10	7	5	-1	-6
CCOc1cc(/C=N/NC(=O)C(=O)NC2CC2)cc(Br)c1O	0	1	15	-10	11	2	9	0	2
O=C1CC(NCCC2=CCCCC2)C(=O)N1c1cccc(Cl)c1Cl (stereo not drawn)	-3	4	/	/	/	-22	-1	/	11
COc1cccc(CSc2nc3ccncc3[nH]2)c1	-7	-2	26	-5	11	-11	-6	3	2
C/C(Cn1nc([N+](=O)[O-])cc1C)=N\NC(=O)c1ccc(C(C)(C)C)cc1	-2	-9	3	-1	24	-7	-7	1	-9
CCOc1ccc(CN2CCNC(=O)C2CC(=O)NCc2csc(C)n2)cc1 (stereo not drawn)	-2	-6	-10	-1	-34	-9	-11	-9	-11
COCc1cc(C)nc(NCCO)c1C#N	1	7	-4	-5	-248	-4	3	0	4
CCOc1ccc(/C=N/Nc2ccccn2)cc1OC	-2	-10	-1	-4	-12	-12	-9	1	-5
O=C(NCCC(=O)N1CCCC(C(F)(F)F)C1)c1ccc(Br)cc1 (stereo not drawn)	-2	-5	13	36*	5	-8	-8	0	-13
Cc1cccc(-c2nc(CS(=O)CC(=O)N3CC(C)CC(C)C3)c(C)o2)c1 (stereo not drawn)	-3	-5	-8	-4	12	-3	-7	2	17
Cc1nnc(SCC(=O)c2ccc(Br)cc2)s1	-1	0	5	-4	6	-12	-2	2	6
O=[N+]([O-])/C=C/c1cn(Cc2ccccc2)c2ccccc12	-3	-9	-5	20	4	-56	-57	-5	-2
COc1ccc(/C=C2\C(=O)OCc3cc(OC)c(OC)cc32)cc1OC	2	5	-2	2	10	-3	0	0	2
O=C(O)C1=C[C@H](c2cccs2)C[C@H](OCc2ccc(CO)cc2)O1	-5	3	5	-2	-10	-14	6	-2	-4
COc1ccc(N(C)S(=O)(=O)c2cccc(C(=O)N3CCN(S(=O)(=O)c4ccc(C)cc4)CC3)c2)cc1	-4	4	12	-2	0	2	2	-2	-5
Cc1ccc(S(=O)(=O)c2cnc3cc(C)nn3c2N)cc1	-5	-6	-6	-3	2	13	-2	2	-10
CCOC(=O)N1CCC(NCCNC(=O)c2ccccc2)CC1	0&-1	3&-6	-3&-6	-2&-5	13&7	3&2	-1&-5	1&-1	-7&-3
CCOc1ccc(CNC(=O)CCCn2nc(C)c3c(C)n(-c4ccc(C)cc4)nc3c2=O)cc1	-5	-5	-3	-2	9	-8	-1	0	-4
COc1cc(OC)cc(C(=O)NCCS(=O)(=O)N2CCN(Cc3ccccc3)CC2)c1	0	5	4	-8	5	-3	4	1	-1
CCCC(C(=O)NCc1ccco1)N(C(=O)CNS(=O)(=O)c1ccccc1)c1ccccc1OC (stereo not drawn)	2	-2	-14	-4	19	-19	-5	3	-8
NC(=O)c1ccc2c(c1)OCCO2	3	9	-23	-8	14	7	-1	2	3
CCCCCC(=O)Nc1cccc(C2=NOC3(C2)C[C@H](C(N)=O)N(C(=O)c2ccccc2)C3)c1 (stereo partly drawn)	3	1	-6	4	3	0	5	1	0
Cc1cc(NC(=O)CN2C(=O)NC(CC(C)C)C2=O)ccc1Br (stereo not drawn)	-5	-4	-11	0	15	-1	0	-2	-11
